# K1F lysis inhibition = protection from phage-mediated lysis, alamar blue read-out – E. coli UTI89, K1F phage, bacterial capsule biogenesis inhibitors (AID 488966). inhibition, % at 100 µM, or IC50 in µM where a hit was titrated. 340,000 tested, 0.02% active. E. coli UTI89 K1F phage lysis, alamar blue, 2 h; higher % means a stronger effect;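 active means phage lysis inhibition, versus mean bacterial control, above a set limit; inconclusive means no clear call, values can overlap the other calls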;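 further: capsule biogenesis inhibitors block K1F phage lysis so surviving cells raise fluorescence; higher fluorescence means more inhibition of phage lysis; actives were called in the ten point dose series up to 300 µM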
# Dynein transport = blocks dynein driven cargo transport along microtubules. 3617.4 mouse cells, GR-EGFP nuclear translocation imaging; test concentration mostly 20 µM; stimulated with dexamethasone, 1 µM; hits give low values. 220,000 tested, 0.47% active. z-score, hits read low;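 active means plate z-score of nuclear minus cytoplasmic receptor signal below a set negative limit, without overly bright fluorescence or cell loss, cut at about -3.5 in these data, passing the limit was not always enough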;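 further: z-score of nuclear minus cytoplasmic ring GR-EGFP intensity difference per well; some compounds called inactive have numbers as strong as hits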
#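 medium = tetracycline-free induction medium containing charcoal-stripped FBS | probe or stimulus = dexamethasone, 1.0 µM final | timing = 48 h induction, then 1 h compound, then 30 min agonist, 37 °C | detection = automated 10x imaging of fixed Hoechst-stained cells | read-out basis = nuclear versus cytoplasmic GR-EGFP signal, averaged per well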
# MT stabilizer = stabilizes microtubules in HeLa cells; HeLa tubulin immunostaining HCS, 24 h; share of cells brighter than vehicle mean+2SD; % tubulin-high responders, % at 10 µM; 200,000 tested, 0.83% active;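 active means plate Z-score above 3 for both tubulin-high and condensed-nucleus cell shares, with cell loss under 80%, at 10 µM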;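 further: anti alpha tubulin signal scored within the nucleus-defined area of each cell; some results filed as inactive read as strong as hits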
# Autophagy HCS = autophagy modulation, high-content screen; MEF GFP-LC3 puncta imaging; test concentration mostly 10 µM; calls only at 10 µM (by protocol); 190,000 tested, 0.98% active; AID 463193;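 active means percentage of spot-positive cells more than 3 SD above its plate mean, without a fluorescence outlier flag or 80% toxicity; inconclusive means no clear call, values can overlap the other calls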;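 further: spot-positive cell cutoff set from DMSO-treated cells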
# bCat nuc transl = alters nuclear translocation of beta-catenin in HeLa cells | nuclear translocation activity, % at 5 µM | AID 1665 | 190,000 tested, 0.3% active | immunofluorescence imaging;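 active means nuclear translocation activity above 50% at 5 µM, with a well cell count of 50 or more; inconclusive means wells under 50 cells across six images, flagged as toxic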;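 further: per-cell ratio of nuclear to cytoplasmic median beta-catenin stain intensity; plate controls were DMSO negative control for no effect and GSK-3 inhibitor IX positive control for full effect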
#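 Signal – beta-catenin immunofluorescence imaging with DAPI · Test system – human HeLa cell line · Dosing – 5 µM primary single dose, 0.1% DMSO, 0.02–20 µM confirmation series · Measure – % activation, nuclear-to-cytoplasmic median beta-catenin signal ratio per cell · Incubation – 24 h compound exposure at 37°C, 5% CO2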
# P. falciparum M1AAP = P. falciparum M1AAP inhibitors, biochemical, fluorogenic H-Leu-NHMec substrate, 1536-well (AID 1445). 220,000 tested, 0.42% active. recombinant M1AAP, H-Leu-NHMec fluorogenic kinetic assay; higher % means a stronger effect. one-dose inhibition, % at 30 µM; IC50 in µM for titrated hits;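 active means primary inhibition above the hit cutoff, then over 50% inhibition at one or more dose response concentrations, cut at about 23% in these data, passing the limit was not always enough; inconclusive means conflicting primary data, or primary hits not chosen for dose response; inactive means low primary inhibition, or under 50% at every dose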;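 further: plate controls were DMSO full reaction for no effect and no enzyme background for full effect; strong numbers were not always called active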
# P. falciparum M17LAP = P. falciparum M17LAP inhibitors, primary screen, biochemical, fluorogenic H-Leu-NHMec substrate, 1536-well (AID 1619) | 220,000 tested, 0.38% active | recombinant M17LAP, H-Leu-NHMec fluorogenic kinetic assay; higher % means a stronger effect | one-dose inhibition, % at 30 µM; IC50 in µM for titrated hits;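 active means compound inhibiting the enzyme by more than half at any dose during confirmatory dose-response retesting; inconclusive means strong single-dose inhibitors picked by rank but not retested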;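 further: plate controls were full reaction with DMSO carrier for no effect and no enzyme background for full effect; strong numbers were not always called active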
# CSM14.1 death rescue = protection against thapsigargin-triggered cell killing – 384-well, CSM14.1, ATP luminescence, primary screen (AID 1222) | cellular ATP content (survival), % at 20 µM, or EC50 in µM where a hit was titrated | CSM14.1 thapsigargin-induced death rescue, ATP luminescence; higher % means a stronger effect | 190,000 tested, under 10 active;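 active means EC50 below 50 µM in the dose-response confirmation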;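 further: death triggered by thapsigargin at about 15 µM added after 2 h compound pretreatment; cell ATP read after overnight thapsigargin exposure of roughly 18 to 22 hours; normalized against plate controls of thapsigargin alone and 5% DMSO vehicle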
# Insulin prom up = MIN6 insulin promoter up-regulation; MIN6 insulin promoter-GFP reporter, high-content imaging; hits give high values; 190,000 tested, 0.3% active; z-score at 5 µM;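 active means z-score above 3 at 5 µM with at least 500 cells counted in the well; inconclusive means wells under 500 cells, flagged as cytotoxic or low count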
# Dynein transport cytoplasmic EGFP = also measured in Dynein transport; calls as there; z-score; measured here: cytoplasmic GR-EGFP intensity; hits give high values
# Dynein transport nuclear GR-EGFP = second read-out of Dynein transport, no call of its own (marks repeat the call); z-score; measured here: nuclear GR-EGFP intensity;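 lower value marks the stronger effect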
# Dynein transport cell count = also measured in Dynein transport; calls as there; z-score; measured here: cell count per field
# Insulin prom up cell count = recorded beside Insulin prom up, whose call it bears; cell count; measured here: cytotoxicity, nuclei count;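 total cells summed across four imaged fields per well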
# bCat nuc transl cell count 5 µM = second read-out of bCat nuc transl, no call of its own (marks repeat the call); cell count; measured here: cell count, cytotoxicity flag
# MT stabilizer Hoechst-high % = further read-out of MT stabilizer, marked with its call; % Hoechst-high responders; measured here: nuclear condensation Hoechst responders;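 share of cells brighter than vehicle mean plus two SD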
# MT stabilizer cytotoxicity % = further read-out of MT stabilizer, marked with its call; toxicity, %; measured here: cytotoxicity by cell density;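 0% = mean cell density of plate MIN control wells and 100% = no cells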
# Autophagy HCS cell loss 18 h = recorded beside Autophagy HCS, whose call it bears; toxicity, %; measured here: cell loss, nuclei count;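 cell loss after 18 h compound exposure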
# An asterisk follows results filed as active; i = inactive; ? = inconclusive; nt = not tested or not shown; + = active, no number; [ ] = remark or other dose.
SMILES,K1F lysis inhibition,Dynein transport,Dynein transport cytoplasmic EGFP,Dynein transport nuclear GR-EGFP,Dynein transport cell count,MT stabilizer,MT stabilizer Hoechst-high %,MT stabilizer cytotoxicity %,Autophagy HCS,Autophagy HCS cell loss 18 h,bCat nuc transl,bCat nuc transl cell count 5 µM,P. falciparum M1AAP,P. falciparum M17LAP,CSM14.1 death rescue,Insulin prom up,Insulin prom up cell count
CCCN(CCC)C(=O)C1CC(=O)OC12CCCCC2 (stereo unspecified),nt,-0.408,-0.327,-0.25,0.565,6.0,3.2,12.3,i,1.8,0.1,1513,3.6%,4.5%,2.3%,0.48,1560
O=Cc1s/c(=N\S(=O)(=O)c2ccccc2)n(CCCCl)c1Cl,-0.2%,-5.74*,1.53*,-2.78*,0.771*,2.9,1.3,5.5,i,10.8,0.0,1076,2.3%,-5.8%,-1.8%,-0.16,969
CC(=O)c1ccc(N2Cc3ccccc3/C2=N\C(=O)Nc2ccccc2)cc1,1.8%,-0.301,-0.296,-0.411,0.494,5.5,2.9,9.4,i,2.9,-1.7,1206,11.8%,15.1%,-2.0%,0.77,1492
COc1ccccc1NC(=O)Nc1cc(C(C)(C)C)nn1C,8.1%,-0.524,-0.25,-0.485,0.658,nt,nt,nt,nt,nt,1.2,1311,9.8%,-4.0%,nt,0.22,1463
CCOc1cc(NC(=O)C2CCCCC2)c(OCC)cc1NC(=O)c1ccccn1,0.0%,-1.33,-0.216,-0.687,1.27,2.8,2.0,15.1,i,0.8,0.0,1536,5.0%,-1.7%,1.4%,-0.42,1328
NC(=O)C1(N2CCCCC2)CCN(Cc2ccc(F)cc2)CC1,1.3%,0.00567,-0.186,-0.0596,0.0672,1.5,1.2,4.7,i,-8.7,nt,nt,1.5%,1.8%,-0.6%,0.77,946
O=C(Nc1ccccc1Cl)c1ccccc1S(=O)(=O)c1ccccc1[N+](=O)[O-],1.1%,0.788,-0.206,0.47,-0.196,5.1,3.0,7.2,i,-6.5,-0.7,1148,12.0%,-46.3%,1.2%,0.19,1607
CS(=O)(=O)c1ccc(C(=O)Nc2ccc(N3CCCCC3)cc2)c(Cl)c1,0.1%,0.788,-0.314,0.429,0.466,1.5,2.8,5.0,i,-6.1,-1.4,1073,-4.3%,-2.2%,-0.9%,0.13,1258
CCOc1ccc(C(=O)Nc2nc(C)c(C(=O)OC)s2)cc1,nt,0.609,-0.224,0.191,0.461,nt,nt,nt,nt,nt,0.1,1103,2.4%,0.6%,nt,-0.28,1409
O=C(OCCCN1CCOCC1)c1ccc(O)c(O)c1,0.8%,-0.815,-0.194,-0.357,1.02,nt,nt,nt,nt,nt,0.2,1317,8.2%,1.8%,nt,nt,nt
Cc1ccc(C(=O)COc2ccccc2-c2ccccc2)cc1C,0.1%,-0.183,-0.224,-0.156,0.0466,2.5,2.8,8.6,i,15.5,0.2,1095,3.4%,2.8%,-2.2%,-1.23,1291
O=C(NC1=NN(c2ccccc2)CC1)Nc1ccccc1F,0.4%[50 µM],0.639,-0.219,0.246,-0.831,nt,nt,nt,nt,nt,7.3,964,4.4%,-1.8%,nt,-1.16,1299
Cc1c(Cl)cccc1NC(=S)N1CCN(c2ccccn2)CC1,0.3%,-0.0727,-0.345,0.0787,0.618,2.7,2.2,6.4,i,-3.9,-1.2,1050,7.0%,15.2%,-0.8%,0.08,1410
FC(F)Oc1cccc2cccnc12,0.1%,0.307,-0.144,0.0731,0.959,4.5,1.9,5.1,i,-1.0,-1.3,1197,6.8%,5.4%,1.7%,0.67,1159
CCN(CC)c1ncc(C#N)c(N)n1,nt,-0.0132,-0.264,-0.0683,-0.167,nt,nt,nt,nt,nt,-1.0,1207,-4.0%,-6.0%,nt,0.99,1041
O=C(CC1Nc2ccccc2NC1=O)Nc1ccc2c(c1)OCO2 (stereo unspecified),0.0%,1.28,0.517,0.442,-0.176,1.0,2.1,7.6,i,-16.0,-0.2,1093,21.5%,47.6%,0.3%,-0.04,1374
CN(C)CCCNCCCCNC(=O)/C=N/O,2.4%,0.0119,0.0165,0.325,-0.196,1.4,4.8,10.3,i,8.2,3.2,1380,2.1%,-1.7%,-2.0%,-0.12,1610
CCOC(=O)N1CCN(C(=O)c2cccn3c(=O)c4cc(Cl)ccc4nc23)CC1,0.8%,-0.0786,-0.196,0.464,-0.111,2.6,1.4,7.7,i,-32.2,nt,nt,0.4%,-4.2%,-2.7%,nt,nt
Cc1ccccc1Cn1cnc2c([N+](=O)[O-])c(C)c(C)cc21,5.6%,nt,nt,nt,nt,1.0,0.9,9.9,i,-2.0,nt,nt,1.7%,-1.1%,0.0%,nt,nt
CC1N(O)C(c2ccc(Cl)cc2Cl)N(O)C1(C)C (stereo unspecified),0.2%,-1.86,-0.121,-0.645,0.132,3.0,2.6,5.7,i,8.0,-4.2,1267,-7.4%,-3.4%,-1.1%,nt,nt
COc1ccc(Nc2cnn(-c3nc4ccccc4s3)c(=O)c2Cl)cc1,0.1%[50 µM],-3.06,1.73,-1.95,-1.19,3.2,2.9,0.6,i,12.7,-1.0,1150,2.1%,-2.3%,-3.1%,-0.24,1366
CCC1(CC)C(=O)C(C)(C)C(=O)OC1c1ccccn1 (stereo unspecified),9.7%,0.127,-0.202,-0.17,0.763,5.1,2.6,6.6,i,2.6,0.3,1111,1.4%,1.5%,-1.8%,-0.16,1272
CC(=O)Nc1ccc(NC(=O)CSCc2cnn(-c3ccccc3)c2-n2cccc2)cc1,-0.8%,-0.345,-0.395,-0.214,0.483,0.9,1.1,18.9,i,-6.4,0.0,1156,-3.1%,0.7%,-2.4%,-0.85,957
CCOC(=O)c1cc(NC(=O)c2ccccc2)c(=O)n2c1oc1ccccc12,-0.7%,-0.788,-0.273,-0.303,0.317,6.5,1.2,3.2,i,7.7,0.7,1158,13.6%,0.0%,1.0%,-0.45,1258
O=[N+]([O-])c1cccc(/C=C2\CCC(/C=N/Nc3ccc4ccccc4n3)=C2N2CCOCC2)c1,3.5%,-0.769,0.0591,-0.651,1.02,6.1,3.3,1.5,i,-4.7,-1.2,966,4.6%,-2.1%,-1.4%,-0.12,1186
Cc1ccc(-c2cc(-c3ccco3)c3c(N)c(C(=O)NN)oc3n2)cc1,0.2%,1.83,4.27,1.68,0.569,nt,nt,nt,nt,nt,4.1,1205,13.8%,1.7%,nt,3.03*,1083*
CSC1=C(C#N)C(CC(C)C)C(C(C)=O)=C(C)N1 (stereo unspecified),0.4%,-0.288,-0.185,0.0529,0.0109,4.6,2.5,5.7,i,-4.4,-4.5,1030,6.7%,-5.4%,0.0%,0.53,1308
Cn1c(-c2ccc([N+](=O)[O-])cc2)nc2ccccc21,-0.3%,0.776,-0.277,1.09,-1.67,4.7,2.5,7.8,i,22.8,0.0,1642,4.3%,0.6%,-0.9%,0.23,1482
CCN(CC)C(=O)C1CCCN(Cc2cccc(Oc3ccccc3)c2)C1 (stereo unspecified),-1.0%,0.824,-0.22,1.51,-1.01,nt,nt,nt,nt,nt,1.6,1315,4.2%,8.7%,nt,-0.07,1186
O=C(CSc1nnc(-c2ccc(O)cc2)o1)N1CCOCC1,i,-0.0351,-0.151,0.185,0.814,2.5,3.3,13.8,i,-10.2,-4.2,813,0.6%,3.8%,-0.5%,-0.6,1084
COc1cc2c(cc1NC(=O)CN1CCN(S(=O)(=O)c3ccccc3F)CC1)oc1ccccc12,0.2%,-0.292,-0.294,-0.0377,0.233,2.8,8.3,7.1,i,-1.4,nt,nt,-0.8%,-9.8%,-0.3%,3.63*,758*
CCc1nc(SCC(=O)NNC(=O)C(C)C)c2ccccc2n1,-0.1%,nt,nt,nt,nt,2.1,1.4,1.5,i,-3.3,-1.0,1065,3.2%,-5.9%,-1.0%,0.69,1746
N#Cc1sc2nc3c(c(-c4ccco4)c2c1N)CCCC3,1.4%,0.188,0.24,0.363,-2.45,3.8,2.4,6.5,i,4.6,-8.1,796,6.4%,0.8%,3.5%,1.01,1356
C=C(C)C(=O)Nc1cccnc1Oc1ccc(F)cc1,-0.2%,-0.833,-0.298,-0.416,0.865,nt,nt,nt,nt,nt,0.0,1286,0.5%,-4.2%,nt,0.09,1137
CCN1CCN(Cc2ccc(NC(=O)c3ccc(C)c(NC(=O)c4cc(-c5ccc(Br)cc5)n[nH]4)c3)cc2C(F)(F)F)CC1,0.5%,-0.179,-0.808,-0.0499,0.682,nt,nt,nt,nt,nt,1.1,1200,2.7%,-4.8%,nt,0.54,860
O=C(O)COc1ccc2c3c(c(=O)oc2c1)CCCC3,0.7%,0.234,-0.218,-0.00183,0.279,1.8,1.8,1.2,i,3.8,0.3,1483,-2.7%,4.0%,1.3%,nt,nt
CCN(CC(=O)NCc1ccc(F)cc1)C(=O)/C=C/c1ccco1,-0.7%,0.796,0.573,0.52,-0.797,3.1,1.3,4.1,i,5.3,2.3,1028,1.6%,30.5%,-0.4%,nt,nt
CCOc1cc(NC(=O)c2ccco2)c(OCC)cc1NC(=O)COc1ccccc1C,3.0%,-0.619,-0.217,-0.11,0.591,2.8,2.8,10.1,+,23.9*,nt,nt,nt,nt,nt,nt,nt
COc1cccc(/C=N/NC(=S)NCc2ccco2)c1OC,?,-0.556,0.359,0.168,-0.0685,nt,nt,nt,nt,nt,0.4,1264,7.2%,9.4%,nt,0.2,978

# Source: PubChem

# Not a hit list; about 2.9% have a hit in one of these screens.
